High-throughput results: PubChem BioAssay, Columbia University Molecular Screening Center
Htt clearance – compounds clearing mutant huntingtin protein | HeLa Exon1htt(103Q)mCFP, aggregate imaging; zero = plate's median compound well | inhibition, % at 1.5 µM | actives 0.42% (n = 47,000);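 active = inhibition of aggregate fluorescence above about 70%, also judged a hit by eye on the cell image, limit read from the data, passing the limit was not always enough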;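 also: cells exposed to compound for three days before fixation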
Htt clearance grain fraction – second read-out of Htt clearance, no call of its own (marks repeat the call); fraction fluorescence in grains; measured here: aggregate grain fluorescence fraction; active compounds read low;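 scaled fraction of total cell fluorescence in grains with unit not stated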
* = called active by the depositor.

SMILES | Htt clearance | Htt clearance grain fraction
COC(=O)COC(=O)c1ccc(Oc2nc(OC)nc(N(C)C)n2)cc1 | 10 | 31
CCOC(=O)N1CCC(NC(=O)c2ccc(CS(=O)(=O)c3ccc(OC)cc3)o2)CC1 | 24 | 37
COc1ccccc1OCC(=O)N1CCNC1=O | 11 | 30
O=C(O)c1ccc(NC(CSCc2cccc(F)c2)C(=O)O)c([N+](=O)[O-])c1 (stereo not drawn) | -47 | 27
CCOC(=O)C1CCCN(C(=O)c2cc(-c3ccccc3)on2)C1 (stereo not drawn) | -33 | 27
Cc1nnc2c3ccccc3c(-c3ccccc3)nn12 | 3 | 16
Cc1nnc(NC(=O)CSc2nccn2C)s1 | -32 | 25
CC1CC(=O)c2cn3c(nc2C1)nc1ccccc13 (stereo not drawn) | -27 | 26
O=C(CSc1ccccc1)Nc1ccc(S(=O)(=O)NCC2CCCO2)cc1 (stereo not drawn) | 29 | 12
CCC(=O)n1nc(-c2ccc(OC)cc2)nc1N | -52 | 61
Cc1ccc(OCCn2cc(C#N)c3ccccc32)cc1 | 6 | 18
CCCc1cc(=O)n2c(nc3ccccc32)[nH]1 | -24 | 22
COC(=O)c1ccccc1NC(=O)n1cc(C)cn1 | -37 | 52
COC(=O)c1ccc(C2/C(=C(/O)c3ccc(OC)cc3)C(=O)C(=O)N2CC2CCCO2)cc1 (stereo not drawn) | -7 | 37
COc1ccc(C(=O)c2coc3ccc(O)c(CN4CCCCC4)c23)cc1 | -149 | 83
Cc1ccc(S(=O)(=O)N=C2SCCCS2)cc1 | -29 | 27
CC(=O)Nc1ccc(-c2nnc(SCc3ccccc3C#N)n2C)cc1 | -261 | 111
O=C1CCC(=O)N1OCCCOc1ccccc1 | -318 | 67
CC1CN(c2oc(-c3cccs3)nc2C#N)CC(C)O1 (stereo not drawn) | 12 | 32
N#C/C(=N\O)c1nc(-c2ccccc2)cs1 | 2 | 37
NC(=O)Nc1ccc(F)cc1 | 31 | 15
CCCCC(=O)Nc1cccc(NC(=O)c2ccc(Br)o2)c1 | -42 | 23
C=CCc1ccc(OCCCOc2ccc(C)c(C)c2)c(OC)c1 | 2 | 16
COC(=O)c1cc2ccsc2n1Cc1nc(-c2cccc(Cl)c2)oc1C | -154 | 104
CCOC(=O)C1(C)NC(c2cc(OC)c(OC)c(OC)c2)C2C(=O)N(CC)C(=O)C21 (stereo not drawn) | -20 | 41
CNc1nc(C)nc(-n2nc(C)cc2C)n1 | -12 | 19
CCCCn1nnnc1NCc1ccc(N2CCCC2)cc1 | -41 | 30
COCCNC(=O)CN(C(=O)CCC(=O)Nc1ccccn1)c1ccc(F)cc1 | -53 | 31
Cc1nccn1-c1ccc(C(F)(F)F)cc1NC=O | 53 | 17
O=C(NC1CCN(Cc2ccccc2)CC1)C1COc2ccccc2O1 (stereo not drawn) | -5 | 36
Cc1ccc(OCCn2cnc3c(N)ncnc32)cc1 | -50 | 59
COc1ccc(N2C(=O)CC(N3CCN(S(=O)(=O)c4c(F)cccc4F)CC3)C2=O)cc1OC (stereo not drawn) | 43 | 9.4
COc1ccc(C(=O)/C=C\c2ccc(NC(=O)c3cccs3)cc2)cc1 | -52 | 32
O=c1cc(CN2CCN(Cc3ccccc3)CC2)c2cc(Cl)ccc2o1 | 7 | 40
COc1ccc(C2CC(=O)N3CN(c4ccc(C)c(Cl)c4)CSC3=C2C#N)cc1OC (stereo not drawn) | -12 | 55
COc1ccc(C(=O)N2CCN(c3nc4cc(C)ccc4cc3C#N)CC2)c(OC)c1 | 43 | 11
CCn1nnc(-c2ccccc2NC(=O)c2ccc(-n3cnnn3)cc2)n1 | 5 | 17
CCOC(=O)CCc1c(C)nc2cc(C3CCCN(C(=O)OC(C)(C)C)C3)[nH]n2c1=O (stereo not drawn) | -45 | 61
COc1ccc(Cn2cccc(NC(=O)Nc3cccc(C#N)c3)c2=O)cc1 | -19 | 48
CN(c1ccc(C(=O)Nc2ccccc2C(F)(F)F)cc1)S(C)(=O)=O | 6 | 18
COc1ccc(NC(=O)c2c(NC(=O)CNCc3ccco3)sc3c2CCC3)c(OC)c1 | -18 | 37
c1ccc2c(c1)N1CCN=C1N2CCN1CCCCC1 | -22 | 47
COc1ccc(C(=O)Nc2nnc(C(F)(F)F)s2)cc1 | 23 | 16
N#Cc1cnc(SCC(=O)c2ccccc2)nc1N | 32 | 13
OCCN(CCO)c1ncnc2c1sc1nc(N3CCOCC3)c3c(c12)CCCC3 | 4 | 20
Cc1oc(-c2ccccc2Cl)nc1CSCC(=O)O | -196 | 100
Cn1c(N)c(C(=O)CSc2ccc3c(c2)OCCO3)c(=O)n(C)c1=O | 16 | 17
COc1ccccc1NC(=O)CN1CCN(CC(=O)Nc2ccc(OCc3ccccc3)cc2)CC1 | 15 | 32
Cc1cc(-c2ccc(N3C(=O)CCC3=O)c(C)c2)ccc1N1C(=O)CCC1=O | 42 | 22
CCOC(=O)N1CCN(c2nc3c(c(=O)[nH]c(=O)n3C)n2Cc2ccccc2Cl)CC1 | 31 | 24

Continuation:
SMILES | Htt clearance | Htt clearance grain fraction
O=C(O)CCCn1nc(C(F)(F)F)c2c1CCCCC2 | -37 | 52
CC(=O)NC(Cc1ccccc1F)C(=O)NC1CCN(C(=O)c2cnccn2)CC1 (stereo not drawn) | -21 | 45
COCc1cc(C)n(CC(=O)NC(C)c2ccccc2)c(=O)c1C#N (stereo not drawn) | 43 | 12
O=C(NCC(=O)N(Cc1ccccc1)C(C(=O)NC1CCCC1)c1ccco1)c1ccco1 (stereo not drawn) | 9 | 17
CCN(Cc1ccccc1)S(=O)(=O)c1ccc(C(=O)Nc2nnc(-c3ccccc3OC)o2)cc1 | 0 | 17
CCOC(=O)C(C(=O)Nc1ccccn1)C1CCCCC1 (stereo not drawn) | 30 | 14
CCCCNc1cc(=O)oc2ccccc12 | -32 | 53
COC(=O)c1ccc(NC(=O)Cc2ccccc2)cc1 | 38 | 12
CCOc1ccc(C(=O)OC2CCN(C)CC2)cc1 | 18 | 15
C=CCCC(=O)Nc1nc(C)c(-c2csc(Nc3ccc(Cl)cc3Cl)n2)s1 | -66 | 65

Reformatted: seven of the compounds above
Under each structure: Htt clearance	Htt clearance grain fraction
- COC(=O)c1cc2ccsc2n1Cc1nc(-c2cccc(Cl)c2)oc1C
→ -154	104
- CCOC(=O)C(C(=O)Nc1ccccn1)C1CCCCC1 (stereo not drawn)
→ 30	14
- CC(=O)NC(Cc1ccccc1F)C(=O)NC1CCN(C(=O)c2cnccn2)CC1 (stereo not drawn)
→ -21	45
- COc1ccccc1NC(=O)CN1CCN(CC(=O)Nc2ccc(OCc3ccccc3)cc2)CC1
→ 15	32
- Cc1ccc(S(=O)(=O)N=C2SCCCS2)cc1
→ -29	27
- COC(=O)c1ccc(C2/C(=C(/O)c3ccc(OC)cc3)C(=O)C(=O)N2CC2CCCO2)cc1 (stereo not drawn)
→ -7	37
- COCCNC(=O)CN(C(=O)CCC(=O)Nc1ccccn1)c1ccc(F)cc1
→ -53	31

(cont.)
SMILES | Htt clearance | Htt clearance grain fraction
Cc1nc(N)sc1Cc1ccc2c(c1)OCO2 | -10 | 31
Cn1ncc(C#N)c1NC(=O)C1CC(c2ccc(Cl)c(Cl)c2)=NO1 (stereo not drawn) | -9 | 43
COCCSc1nnc(NS(=O)(=O)Cc2ccccc2)s1 | 38 | 12
CCOC(=O)c1ccc(NC(=O)CN2CCc3ccccc3C2)cc1 | -2 | 18
CC1(C)Cc2ccccc2-c2nnc(SCC(=O)N3CCN(c4ccccc4)CC3)n21 | 20 | 28
Cc1nc2c(C(=O)N3CCN(C)CC3)cnn2c(C)c1Cc1ccc(Cl)cc1 | -29 | 40
C=CCOC(=O)c1sc(NC(=O)c2ccco2)nc1C | -11 | 23
Cc1ccc(-c2nc(-c3ccccc3)no2)c(Cl)c1 | -93 | 91
Cc1ccc(N2CC(C(=O)NCc3ccccn3)CC2=O)cc1 (stereo not drawn) | -31 | 25
O=c1[nH]c2cccc(Cl)c2n(CCNc2ncc(C(F)(F)F)cc2Cl)c1=O | 8 | 29
CN(C)c1ccc(C2OC(=O)C(C)(C)C(=O)C2(C)C)cc1 (stereo not drawn) | 3 | 38
Cc1nn(-c2ccccc2)c2sc(C(=O)NCCN3CCOCC3)cc12 | -39 | 51
CCCS(=O)(=O)N1CCN(CC2CC3C=CC2C3)CC1 (stereo not drawn) | -28 | 26
CNC(=O)CN(c1ccc(C(C)C)cc1)S(C)(=O)=O | 44 | 21
O=C(COc1ccc(-c2nnco2)cc1)N1CCN(S(=O)(=O)c2ccc3ccccc3c2)CC1 | -51 | 54
CCOC(=O)C1CCCN(c2c(N3CCN(C4CCCCC4)CC3)c(=O)c2=O)C1 (stereo not drawn) | -146 | 119
COn1c(-c2ccc(Cl)cc2)nc2ccc(Cl)cc21 | 0 | 21
O=C(CCn1nnc2ccccc21)Nc1nnc(Cc2ccccc2)s1 | 25 | 27
Fc1ccc(NC(=S)NCc2ccccn2)cc1 | 8 | 27
Cc1ccc(N=C2C(=S)N(c3ccc(C)cc3)C(=N)N2/N=C/c2ccc(Cl)cc2)cc1 | 23 | 15
COc1ccc(CCN2CNc3c(c(=O)n(C)c(=O)n3C)C2)cc1OC | -203 | 63
Cc1ccnc(N2C(=O)c3ccccc3C2O)c1 (stereo not drawn) | -34 | 60
CCOC(=O)C1CCCN(C(=O)c2cc3c(C)nc4ccccc4c3o2)C1 (stereo not drawn) | 2 | 19
COC(=O)c1sccc1NC(=S)N1CC(C)CC(C)C1 (stereo not drawn) | -32 | 41
CCN(CC(=O)NCc1cccs1)S(=O)(=O)c1ccc(C(C)C)cc1 | 18 | 33
O=C(NC1C(=O)NNC1c1ccccc1)c1ccccc1 (stereo not drawn) | -52 | 57
Cc1cccc(NC(=O)Cn2cccc2)c1 | -49 | 51
O=C(CNC1CCCCCC1)Nc1ccccc1N1CCCCC1 | -14 | 44
Cc1ccc(CNS(=O)(=O)c2cn(C)cn2)cc1 | -41 | 26
Cc1cc(C)c2c(=O)[nH]c(SCC(=O)N3CCCCC3)nc2n1 | 7 | 17
COc1ccc2cnn(Cc3ccccc3)c(=O)c2c1OC | -20 | 45
S=c1[nH]nc(Cc2sc(-c3ccccc3)nc2-c2ccccc2)o1 | 11 | 18
O=C(c1ccccc1)c1ccc(OCC(O)CN2CCCCC2)cc1 (stereo not drawn) | -73 | 33
CC(NC(=O)c1ccccc1Cl)C(=O)O (stereo not drawn) | 28 | 24
CCCc1cc(C(=O)Nc2sc3c(c2C#N)CCC3)no1 | 82* | 5.5*
Cn1c(SCCOc2ccc(Cl)cc2)nnc1-c1ccncc1 | -50 | 61
O=C(c1cc(=O)c2ccccc2o1)N1CCCc2ccccc21 | -66 | 57
COc1ccc(CCNC(=O)c2cnc3scc(C)n3c2=O)cc1OC | 21 | 25
Cc1nc(N2C(=O)C(=O)/C(=C(/O)c3ccccc3)C2c2ccco2)sc1C (stereo not drawn) | 21 | 28
O=C1CC(N2CCCc3ccccc32)C(=O)N1c1ccccc1 (stereo not drawn) | -20 | 43
Cc1c(NC(=O)c2cc(-c3ccc(Cl)s3)nc3ccccc23)c(=O)n(-c2ccccc2)n1C | 22 | 26
O=C(c1ccc(S(=O)(=O)N2CCOCC2)cc1)N(c1ccc(F)cc1)C1C=CS(=O)(=O)C1 (stereo not drawn) | 32 | 14
COc1ccc(C2C(C(=O)NCCN3CCOCC3)c3ccccc3C(=O)N2C)cc1OC (stereo not drawn) | -28 | 49
CCNc1nc(NC#N)nc(SCC(=O)OCC)n1 | 26 | 15
CC(Sc1ccccn1)C(=O)Nc1ccccc1 (stereo not drawn) | 23 | 16
COCCOC(=O)C1=C(C)N=c2s/c(=C\c3cccs3)c(=O)n2C1c1cccs1 (stereo not drawn) | -28 | 22
Cc1cc(C)cc(NC(=O)CN2CCC(NC(=O)Cc3ccccc3)CC2)c1 | -21 | 41
Cc1c(C(=O)N2CCN(c3ccccn3)CC2)sc2ncnc(N3CCOCC3)c12 | 14 | 19
O=C(CSc1nnc(-c2ccc(Cl)cc2Cl)n1C1CCCCC1)NC1CCS(=O)(=O)C1 (stereo not drawn) | 66 | 13
Cc1c(C(=O)N2CCCC2)sc(NC(=O)c2cccs2)c1C#N | -4 | 48

Next records.
SMILES | Htt clearance | Htt clearance grain fraction
Cc1ccc2c(C(=O)CN3CCCC3)c(C)[nH]c2c1 | 6 | 28
O=C(O)C1CCCCC1C(=O)NCCCCc1ccccc1 (stereo not drawn) | -24 | 23
CN(C)CCNC(=O)C1CC(=O)N(c2ccc(F)c(Cl)c2)C1 (stereo not drawn) | 9 | 20
O=C(Nc1ccc(CN2CCOCC2)cc1)c1ccc(-c2ccc(Br)cc2)o1 | 5 | 20
Cc1ccn2cc(-c3cnoc3C)nc2c1 | 20 | 25
CC(NS(C)(=O)=O)C(c1cccs1)N1CCN(C)CC1 (stereo not drawn) | -77 | 56
CCOc1ccc(C2C(C(=O)O)c3ccccc3C(=O)N2CCN2CCOCC2)cc1 (stereo not drawn) | -26 | 44
O=C(NCCc1ccccc1)c1ccc(Cl)c([N+](=O)[O-])c1 | 0 | 29
CCN(CC)c1ccc(NC(=O)c2cncc(Br)c2)cc1 | 36 | 11
CCOC(=O)c1sc(-c2ccc(OC)cc2)cc1N | -98 | 35

Three of the compounds above, with each value named.
SMILES: O=C(O)C1CCCCC1C(=O)NCCCCc1ccccc1 (stereo not drawn)
  Htt clearance: -24
  Htt clearance grain fraction: 23
SMILES: CN(C)CCNC(=O)C1CC(=O)N(c2ccc(F)c(Cl)c2)C1 (stereo not drawn)
  Htt clearance: 9
  Htt clearance grain fraction: 20
SMILES: O=C(Nc1ccc(CN2CCOCC2)cc1)c1ccc(-c2ccc(Br)cc2)o1
  Htt clearance: 5
  Htt clearance grain fraction: 20

These rows are one share of the data; the hit share may differ from the screen's.
